# Screens deposited in PubChem BioAssay by National Center for Advancing Translational Sciences (NCATS).
# USP1 inh = inhibitors of human USP1/UAF1 deubiquitinase | Potency, µM (top dose mostly 57.1 µM), without a hit: at the top dose activity change, negative = inhibition, actives largely listed as inhibitors | O94782 | actives 0.23% (n = 390,000) | recombinant USP1/UAF1, Ub-Rhodamine cleavage fluorescence; note: potency is the fitted concentration of half-maximal effect; % is set by controls: 0 for no effect and ±100 for the full control effect; nearly all actives have a fitted effect of over 60% in size; inactives centre near -12
#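 In this screen, compounds sit with the deubiquitinase complex (1nM) for 15 min at room temperature before Ub-Rho is added at 150nM final. Fluorescence rise is then followed for 6 reads every 60 seconds.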
# Vif-A3G inh = blocks the Vif interaction with human APOBEC3G; Potency, µM (series often up to 46.1 µM), inactives show top-dose activity, negative = active, usual class: inhibitors; HeLa A3G-eYFP + Vif (tagged APOBEC3G with the HIV-1 protein that degrades it), YFP fluorescence, overnight; actives 0.076% (n = 410,000);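 note: potency is the fitted concentration of half-maximal effect; % is set by controls: 0 for no effect and ±100 for the full control effect; nearly all actives have a fitted effect of over 60% in size; hits raise eYFP signal because A3G escapes Vif-driven loss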
# Target sequence (Q9HC16 whole entry, looked up): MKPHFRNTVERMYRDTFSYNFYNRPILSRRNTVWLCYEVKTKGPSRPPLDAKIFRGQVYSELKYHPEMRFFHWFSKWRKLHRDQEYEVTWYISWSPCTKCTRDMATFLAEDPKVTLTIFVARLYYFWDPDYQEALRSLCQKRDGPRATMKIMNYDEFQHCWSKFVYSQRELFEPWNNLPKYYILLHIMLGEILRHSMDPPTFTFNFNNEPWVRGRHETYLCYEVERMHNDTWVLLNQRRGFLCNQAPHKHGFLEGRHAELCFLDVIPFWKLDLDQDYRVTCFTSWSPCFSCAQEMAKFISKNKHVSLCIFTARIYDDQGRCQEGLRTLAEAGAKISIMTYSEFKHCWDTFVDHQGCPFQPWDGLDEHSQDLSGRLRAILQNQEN
#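 Read-out is eYFP fluorescence (Ex 488/Em 500-530) from Vif-expressing HeLa A3G-eYFP cells; more signal means A3G escaped Vif-mediated degradation. Cells plated overnight, compound pinned in, incubated overnight at 37 deg C.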
# LDHA inh = LDHA (human) enzyme inhibition; P00338; purified LDHA, NADH/diaphorase-resazurin fluorescence; active compounds read low; activity change, % (values are at about 110 or 230 µM); actives 0.15% (n = 480,000); AID 1347041; in the data active = activity change below about -30%; inconclusive = mostly about -25% to -30%;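 note: plate controls were DMSO wells for no effect and wells without enzyme for full effect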
#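 LDH5 2 nM; NADH 0.06 mM, pyruvate 0.2 mM; 200 mM Tris pH 7.4, EDTA, Tween-20; 5 min RT. Detection: diaphorase 0.133 mg/mL + resazurin 37 µM, fluorescence ex540/em590 at 0 and 20 min; normalized to enzyme-free and DMSO wells.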
# RGS4 inh = inhibitors of human regulator of G protein signaling 4 | P49798 | Transcreener GDP fluorescence polarization, RGS4-accelerated GTP hydrolysis | Potency, µM (doses to about 114 µM), without a hit: top-dose activity change, negative = inhibition, usual class: inhibitors | actives 0.039% (n = 390,000) | AID 504845; note: potency is the fitted concentration of half-maximal effect; % is set by controls: 0 for no effect and ±100 for the full control effect; nearly all actives have a fitted effect of over 75% in size; some results filed as inactive show a strong effect at the top dose
# Target sequence (P49798 whole entry, looked up): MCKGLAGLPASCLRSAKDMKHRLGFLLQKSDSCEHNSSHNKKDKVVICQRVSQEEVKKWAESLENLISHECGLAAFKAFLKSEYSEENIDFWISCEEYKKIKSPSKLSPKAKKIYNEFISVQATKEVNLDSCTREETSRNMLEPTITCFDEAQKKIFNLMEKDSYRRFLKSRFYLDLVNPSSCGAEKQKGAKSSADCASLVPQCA
#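 MLSMR compounds (23 nl, pin-transferred) preincubated 10 min at room temperature with a 500nM (2x) first reagent, then RGS4 at 900nM (2x) plus Transcreener GDP mix added; fluorescence polarization (620/688 nm) read before and after 90 min at 30 °C.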
# Vif-APOBEC3F blk = inhibitors of Vif-A3F interaction. HeLa A3F-eYFP + Vif (tagged APOBEC3F with the HIV-1 protein that degrades it), YFP fluorescence increase. Potency, µM (doses to about 46.1 µM), without a hit: at the top dose activity, negative = active. actives 0.2% (n = 390,000). AID 602313; note: potency is the fitted concentration of half-maximal effect; % of control where 0% means no effect; nearly all actives have a fitted effect of over 65% in size
#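 HeLa cells stably expressing Vif plus C-terminally eYFP-tagged A3F were seeded, incubated overnight at 37 deg C, dosed with compound, incubated overnight again at 37 deg C. Yellow fluorescence (Ex 488/Em 500-530) reported blocked Vif-mediated A3F-eYFP degradation.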
# Glioma ERSR ind = ER stress response induction in glioma; actives 0.02% (n = 420,000); Potency, µM, without a hit: at the highest dose activation, most hits filed as activators; U87-MG GRP78 promoter luciferase reporter, 16 h; note: potency is the fitted concentration of half-maximal effect; series mostly up to about 76 µM; % of control where 0% means no effect; nearly all actives have a fitted effect of over 35% in size
#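 Stably transfected U87-MG glioma cells carrying a GRP78-based luciferase sensor; 16 h compound incubation. Luminescence end-point read 10 min after Bright-Glo addition at room temperature.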
# TrxR1 inh = inhibitors of rat thioredoxin reductase 1 | O89049 | recombinant rTrxR1, NADPH fluorescence consumption, selenite substrate | Potency, µM (top dose mostly 114 µM), inactives show top-dose activity change, negative = inhibition, most hits filed as inhibitors | actives 1% (n = 390,000) | AID 588453; note: potency is the fitted concentration of half-maximal effect; % is set by controls: 0 for no effect and ±100 for the full control effect; nearly all actives have a fitted effect of over 65% in size
# Target sequence (O89049 whole entry, looked up): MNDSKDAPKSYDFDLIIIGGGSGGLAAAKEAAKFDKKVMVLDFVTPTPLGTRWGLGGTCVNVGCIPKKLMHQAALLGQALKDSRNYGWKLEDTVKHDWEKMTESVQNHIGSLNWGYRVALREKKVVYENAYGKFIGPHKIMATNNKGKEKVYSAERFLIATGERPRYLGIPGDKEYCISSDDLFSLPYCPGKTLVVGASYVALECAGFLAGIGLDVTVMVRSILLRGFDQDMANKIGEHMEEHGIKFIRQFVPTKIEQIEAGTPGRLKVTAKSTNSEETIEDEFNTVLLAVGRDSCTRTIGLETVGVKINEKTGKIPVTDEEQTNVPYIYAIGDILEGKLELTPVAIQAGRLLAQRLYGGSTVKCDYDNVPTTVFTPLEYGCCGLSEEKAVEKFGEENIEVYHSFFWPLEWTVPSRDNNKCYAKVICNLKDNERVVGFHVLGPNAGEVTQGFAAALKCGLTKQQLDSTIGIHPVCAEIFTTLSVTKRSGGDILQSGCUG
#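 Rat TrxR1 (90 nM in the dispensed reagent) was pre-reduced with 400 uM NADPH for 5 min at room temperature, then incubated with compound for 15 min. After 400 uM selenite was added, NADPH fluorescence (Ex 340/Em 450 nm) was followed for 8 min.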
# mIDH1 inhibitor = blocks human mutant IDH1 R132H enzyme; IDH1-R132H enzyme, NADPH consumption, diaphorase/resazurin fluorescence; Potency, µM (series often up to 76.6 µM), inactives show at the top dose activity change, negative = inhibition, actives largely listed as inhibitors; actives 0.093% (n = 390,000); AID 602179; note: potency is the fitted concentration of half-maximal effect; % is set by controls: 0 for no effect and ±100 for the full control effect; nearly all actives have a fitted effect of over 65% in size
#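 IDH1-R132H (0.5 ug/mL dispensed) in pH 7.5 Tris buffer was preincubated 30 min with compound, then given a substrate mix of 0.016 mM NADPH and 2 mM alpha-KG for 80 min at room temperature; remaining NADPH was read by diaphorase/resazurin fluorescence.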
# TrxR1 substrate = rat thioredoxin reductase 1 substrate activity; actives 0.01% (n = 390,000); Potency, µM (titrated, usually from 114 µM), for the others: top-dose activity change, negative = substrate turnover; purified TrxR1 substrate turnover, NADPH consumption readout; O89049; note: potency is the fitted concentration of half-maximal effect; % is set by controls: 0 for no effect and ±100 for the full control effect; nearly all actives have a fitted effect of over 50% in size
#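 Rat TrxR1, dispensed at 90 nM, was prereduced with 400 uM NADPH (final) for 5 min at ~22 deg C, then incubated with compound 15 min before 400 uM selenite. A first-read NADPH fluorescence drop versus no-compound background flagged substrates.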
# The depositor's hits bear a star; ? = inconclusive; / = no result given; & = joins results of further samples; [ ] = remark or other dose. Unless noted, calls come from the whole dose curve; as a rule, active = well fitted curve in the direction sought with a large enough effect; inconclusive = small, poorly fitted or top-dose-only effect, or another doubt; inactive = no such curve, though single readings can be large; an effect the other way counts as inactive or inconclusive. This is a subset. The share of hits here may be higher or lower than overall.
SMILES,USP1 inh,Vif-A3G inh,LDHA inh,RGS4 inh,Vif-APOBEC3F blk,Glioma ERSR ind,TrxR1 inh,mIDH1 inhibitor,TrxR1 substrate
Cc1oc2c(cc(NS(=O)(=O)c3cccs3)c3ccccc32)c1C(=O)OC(C)C,-23%,-8%,12,-40%,-3%,-2%,10%,0%,4%
Nc1cc(=O)[nH]c(SCc2nnc(-c3ccccc3)o2)n1,-22%,3%,-4,-18%,-5%,-3%,18%[57.1 µM],-3%,11%[57.1 µM]
CNC(=S)N/N=C/c1ccc(-c2cccc(C(=O)O)c2)o1,-13%,2%,-5,-2%,-4%,-10%,-27%,-6%,-6%
O=C(CSCc1ccc(Cl)cc1)NCc1ccccn1,-4%,1%,0,17%,-7%,0%,3%,7%,-6%
CC(=O)c1c(C)[nH]c(C(=O)CN2C(=O)NC(C)(CCC(C)C)C2=O)c1C (stereo unspecified),-3%,-7%,-5,-2%,4%,-5%,-3%,-5%,-16%
COc1cc(C(C(=O)NC2CCCC2)N(CCO)C(=O)Cn2nnc(-c3ccc(C)o3)n2)ccc1O (stereo unspecified),-14%,-1%,-6,4%,-18%,-2%,5%[57.1 µM],25%,7%[57.1 µM]
COc1cccc(CN2CCNC(=O)C2CC(=O)NCCn2ccc3ccccc32)c1OC (stereo unspecified),-8%,2%,1,-12%,2%,-3%,7%,4%,1%
CCS(=O)(=O)N1CCCC(C(=O)NCC2CCCO2)C1 (stereo unspecified),-6%,1%,-4,-10%,8%,-4%,17%[57.1 µM],5%,13%[57.1 µM]
COC(=O)c1ccc(NC(=O)CSc2ncc3c(n2)-c2cc(Cl)ccc2N(Cc2ccccc2)S3(=O)=O)cc1,-10%,3%,-6,4%,?,-2%,17%[57.1 µM],?,14%[57.1 µM]
COC(=O)[C@]1(C)N[C@H](CN(C)C(=O)Nc2ccc(C)cc2)[C@@H]2C(=O)N(Cc3ccccc3)C(=O)[C@@H]21,-11%,1%,0,21%,9%,-1%,6%,-7%,-2%
CC(C)CN(C(=O)COC(=O)c1ccccc1SCC(=O)N1CCCC1)C1CCS(=O)(=O)C1 (stereo unspecified),4%,0%,-1,-38%,-13%,-1%,-5%,7%,-12%
O=C1C2C3CCC(O3)C2C(=O)N1c1nccs1 (stereo unspecified),-19%,-3%,-5,-2%,-1%,-3%,10%[57.1 µM],-12%,2%[57.1 µM]
CCC/C=C/c1ccc(CN2C(C(C)C)C(=O)N(Cc3cn(CC4CCCCC4)nn3)CCS2(=O)=O)cc1 (stereo unspecified),-16%,-9%,1,/,?,-1%,/,13%,/
CC(=O)N/C(=N/c1nc(C)cc(C)n1)Nc1ccc(NC(C)=O)cc1,-6%,-1%,-3,18%,2%,-4%,2%,6%,-3%
CCOc1ccc(C(=O)N2CCc3cc(OC)c(OC)cc3C2COc2ccc3c(C)cc(=O)oc3c2)cc1OCC (stereo unspecified),?,3%,-7,-7%,4%,-4%,18%,0%,21%
CCC(O)CNC(=O)NC(=C(Cl)Cl)c1ccc(C)c(F)c1 (stereo unspecified),-5%,-26%,0,20%,-10%,-6%,0%,16%,2%
Cc1ccc(C(C)c2c(C)c([N+](=O)[O-])cc(C)c2[N+](=O)[O-])cn1 (stereo unspecified),-14%,-11%,-2,5%,3%,-2%,8%[57.1 µM],5%,-4%[57.1 µM]
COc1ccc(S(=O)(=O)n2ccnc2)cc1C(C)(C)C,-11%,1%,2,-3%,-1%,-1%,17%,-4%,3%[11.4 µM]
COc1ccc(-c2cc(C(F)(F)F)n3nc(C(=O)NCCCn4ccnc4)cc3n2)cc1,-15%,-5%,-9,-19%,-1%,1%,-16%,8%,67%[activator]
CC(C)CCN(Cc1ccco1)S(=O)(=O)c1ccc(-c2ccc(=O)[nH]n2)s1,-5%,-4%,-2,-26%,-8%,1%,-18%,0%,1%

# Two entries picked at random from the list so far, as already listed:
SMILES,USP1 inh,Vif-A3G inh,LDHA inh,RGS4 inh,Vif-APOBEC3F blk,Glioma ERSR ind,TrxR1 inh,mIDH1 inhibitor,TrxR1 substrate
CC(C)CCN(Cc1ccco1)S(=O)(=O)c1ccc(-c2ccc(=O)[nH]n2)s1,-5%,-4%,-2,-26%,-8%,1%,-18%,0%,1%
CC(C)CN(C(=O)COC(=O)c1ccccc1SCC(=O)N1CCCC1)C1CCS(=O)(=O)C1 (stereo unspecified),4%,0%,-1,-38%,-13%,-1%,-5%,7%,-12%

# Limited to RGS4 inh and mIDH1 inhibitor, for some of the entries so far:
canonical_smiles | RGS4 inh | mIDH1 inhibitor
CCS(=O)(=O)N1CCCC(C(=O)NCC2CCCO2)C1 (stereo unspecified) | -10% | 5%
COC(=O)[C@]1(C)N[C@H](CN(C)C(=O)Nc2ccc(C)cc2)[C@@H]2C(=O)N(Cc3ccccc3)C(=O)[C@@H]21 | 21% | -7%
Cc1ccc(C(C)c2c(C)c([N+](=O)[O-])cc(C)c2[N+](=O)[O-])cn1 (stereo unspecified) | 5% | 5%
CC(=O)c1c(C)[nH]c(C(=O)CN2C(=O)NC(C)(CCC(C)C)C2=O)c1C (stereo unspecified) | -2% | -5%
CCC(O)CNC(=O)NC(=C(Cl)Cl)c1ccc(C)c(F)c1 (stereo unspecified) | 20% | 16%
COc1ccc(S(=O)(=O)n2ccnc2)cc1C(C)(C)C | -3% | -4%
CC(C)CCN(Cc1ccco1)S(=O)(=O)c1ccc(-c2ccc(=O)[nH]n2)s1 | -26% | 0%

# Next compounds follow:
SMILES,USP1 inh,Vif-A3G inh,LDHA inh,RGS4 inh,Vif-APOBEC3F blk,Glioma ERSR ind,TrxR1 inh,mIDH1 inhibitor,TrxR1 substrate
CCc1ccc(NC(=O)CSc2nc(-c3ccccc3)no2)cc1,-2%,-17%,-4,-8%,-2%,-1%,19%[57.1 µM],-3%,-1%[57.1 µM]
Cc1cccc(N2CCN(C(=O)Cn3cnc4c3c(=O)n(C)c(=O)n4C)CC2)c1C,-9%,1%,-5,21%,/,-7%,-11%,15%,-6%
O=C(N/N=C/c1ccc(Cl)cc1)Nc1ccccc1,1%,-10%,-2,2%,-19%,-5%,-6%,1%,-10%
CCCC[C@H](CN[C@@H](CNC)[C@H](C)CC)NCCC12CCC(CC1)C2,11%,7%,1,?,1%,-7%,5%,-6%,-4%
CCn1cc(C(=O)OCC(=O)c2ccccc2)c(=O)c2ccc(C)nc21,0%,-4%,1,-30%,5%,-3%,11%[57.1 µM],-4%,3%[57.1 µM]
O=c1c2ccccc2nc(/C=C/c2cccc([N+](=O)[O-])c2)n1CCCO,-19%,-17%,-3,-15%,2%,-10%,-3%,0%,-9%
CN1CCCC1CCOC(C)(c1ccccc1)c1ccc(Cl)cc1 (stereo unspecified),7%,-4%,-9,23%,-3%,-2%&-7%,12%,14%,2%
CC(=O)NS(=O)(=O)c1ccc(NC(=O)COc2ccc(C(=O)c3ccccc3)cc2)cc1,-18%,2%,-4,-35%,-11%,-5%,-18%,0%,-7%
CCOC(=O)c1c(C)sc(-c2c(-c3ccccc3)[nH]c3[nH]c(=O)[nH]c(=O)c23)c1O,?,?,0,-20%,?,0%,-9%,7%,-2%
COCCCN(C(C)=O)c1nc(-c2ccccc2)cs1,-15%,0%,-5,-19%,1%,9%,6%,17%,1%
N#Cc1ccc(CSc2nnc(Nc3ccccc3)s2)cc1,-1%,-1%,-6,6%,/,-3%,-1%,7%,-8%
CN1CCN(C(CNS(=O)(=O)c2ccc(F)cc2)c2cccnc2)CC1 (stereo unspecified),-20%,0%,-2,-6%,/,-2%,-15%,1%,-5%
CCC(=O)Nc1ccc(-c2nc(-c3ccccc3)n(CC(=O)N3CCCCC3)n2)cc1,-5%,-7%,-3,26%,7%,-6%,3%,4%,4%
CC(=O)c1cc2c(cc1NC(=O)Cc1ccsc1)OCO2,-22%,0%,1,-23%,1%,-2%,10%,-9%,2%
Clc1cccc(Nc2nc(N3CCOCC3)nc(N3CCOCC3)n2)c1,-17%,2%,0,8%,2%,-4%,13%,0%,4%
O=C(CCNC(=O)Cn1ccc2ccccc2c1=O)NCCN1CCc2ccccc2C1,-8%,4%,7,6%[11.4 µM],2%,0%,-16%,0%,17%[57.1 µM]
CC(C)C(=O)NCC(c1cccs1)S(=O)(=O)c1ccc(F)cc1 (stereo unspecified),-7%,7%,0,22%[11.4 µM],-6%,-6%,13%,-4%,-4%
Cn1c2c(c(=O)n3ncnc13)CCCC2,-14%,3%,-3,?,6%,-3%,8%[57.1 µM],2%,-7%[57.1 µM]
CCN(CC)S(=O)(=O)c1ccc(/C=C/C(=O)OCC(=O)Nc2cccnc2Cl)cc1,-12%,-1%,-2,-13%,-1%,-5%,-3%,-22%,-2%
O=C(COc1ccc(F)cc1)NC1CC(=O)N(c2ccc3c(c2)OCCO3)C1 (stereo unspecified),2%,7%,-11,4%,3%,-3%,9%[57.1 µM],10%,3%[57.1 µM]
